CXCR6 block: blocks human CXCR6 beta-arrestin recruitment; O00574; 0.36% of 360,000 active; CHO-K1 PathHunter CXCR6 beta-arrestin, luminescence; inhibition, % at 20 µM; in the data active = inhibition above about 34%, passing the limit was not always enough;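 note: antagonist mode with CXCL16 agonist at 10 nM final; 0% = 10 nM CXCL16 with DMSO and 100% = unstimulated wells without agonist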
Target sequence (O00574 whole entry, looked up): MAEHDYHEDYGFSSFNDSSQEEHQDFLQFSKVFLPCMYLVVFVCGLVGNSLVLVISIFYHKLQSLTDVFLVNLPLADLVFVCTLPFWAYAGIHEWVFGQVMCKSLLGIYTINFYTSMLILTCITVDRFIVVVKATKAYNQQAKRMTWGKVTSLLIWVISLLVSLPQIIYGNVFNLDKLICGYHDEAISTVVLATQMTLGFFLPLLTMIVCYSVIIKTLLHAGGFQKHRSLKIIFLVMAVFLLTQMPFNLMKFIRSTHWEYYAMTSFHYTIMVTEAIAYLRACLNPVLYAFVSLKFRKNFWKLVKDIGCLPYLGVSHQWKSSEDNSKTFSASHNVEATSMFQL
APJ ag: APJ receptor agonism; 0.11% of 330,000 active; CHO-K1 APJ PathHunter beta-arrestin, luminescence; 0% DMSO wells, 100% apelin; activation, % at 20 µM; AID 2520; P35414;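 active = activation more than six SD over the plate average, tested at 20 µM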;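 note: 0% = DMSO alone and 100% = apelin-13 at 10 nM; some results filed as inactive read as strong as hits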
Target sequence (P35414 whole entry, looked up): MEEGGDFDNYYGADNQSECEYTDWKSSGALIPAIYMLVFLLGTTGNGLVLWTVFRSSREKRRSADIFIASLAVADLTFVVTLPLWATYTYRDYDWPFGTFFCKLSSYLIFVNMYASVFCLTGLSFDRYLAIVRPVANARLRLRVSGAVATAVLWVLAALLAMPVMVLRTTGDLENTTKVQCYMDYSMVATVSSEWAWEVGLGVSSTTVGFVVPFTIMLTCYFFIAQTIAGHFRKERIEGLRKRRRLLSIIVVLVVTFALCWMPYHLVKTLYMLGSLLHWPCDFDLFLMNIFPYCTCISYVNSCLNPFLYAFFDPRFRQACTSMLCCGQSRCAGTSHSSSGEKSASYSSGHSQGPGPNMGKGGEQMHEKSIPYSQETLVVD
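Material: CHO-K1 APJ beta-arrestin complementation cell line; Input: cell density 1000 per well; Incubation: compound stimulation 90 min at 25 °C, detection 60 min; Signal: luminescence from split beta-galactosidase complementation, Galacton Star/Emerald II substrate; Controls: DMSO-only wells as negative, 10 nM Apelin-13 as positive control.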
Mdm2 MdmX PPI: disrupts the human Mdm2-MdmX interaction | SaOS-2 split-luciferase Mdm2/MdmX complementation, luminescence | inhibition, % at 8 µM | 3% of 330,000 active | AID 485346;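 active = inhibition of at least 50% at 8 µM in the primary screen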
XBP1 UPR activ: activators of adaptive arm of unfolded protein response (XBP1); CHO-XBP1 luciferase reporter, IRE1-XBP1 UPR activation, luminescence; percent of tunicamycin response, DMSO as zero; activation, % at 20 µM; 0.33% of 330,000 active; AID 463104;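 active = versus positive control, 20 µM dose yields 30% or more activation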;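 note: 100% = tunicamycin at 10 µg/mL and 0% = DMSO only wells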
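Material: CHO cell line with stable XBP1 luciferase reporter; buffer or medium: F12 medium containing 10% fetal bovine serum; compound: single point, 20 µM final compound, 1% DMSO; incubation: 6 h treatment, 37 °C; measured by: glow luminescence from Steady-Glo reagent; evaluation: activation, % of tunicamycin; control set: tunicamycin high, DMSO low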
EBI2 antag: blocks human EBI2 receptor beta-arrestin signaling; AID 651636; P32249; inhibition, % at 5 µM; EBI2 beta-arrestin recruitment, luminescence, 7a,25-OHC stimulated; 0.81% of 360,000 active; in the data active = inhibition above about 38%;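 note: enzyme fragment complementation signal reports receptor beta-arrestin coupling in cells; 0% = agonist plus DMSO wells and 100% = wells without agonist; some results beyond the cut were filed as inactive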
CHOP UPR activ: apoptotic UPR (CHOP) activation | CHO-CHOP luciferase reporter, luminescence; percent of tunicamycin response over DMSO baseline | activation, % at 10 µM | 0.34% of 330,000 active | AID 449763;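 active = at 10 µM dose, activation of 40% or more, normalized to positive control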;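 note: 100% = tunicamycin at 10 µg/mL and 0% = DMSO alone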
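Dosing – one dose, 10 µM in 0.5% DMSO · System – CHO-CHOP cells, stable luciferase reporter of PERK-eIF2a-CHOP signalling · Input – 500 cells/well · Control set – tunicamycin 10 µg/mL final as positive, DMSO-only wells as negative · Timing – 6 h compound treatment, 37 °C · Measure – % activation vs tunicamycin · Technique – luminescence read with Steady-Glo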
APJ antagonist: blocks the human apelin receptor APJ; CHO-K1 APJ beta-arrestin complementation, luminescence; 0.32% of 330,000 active; inhibition, % at 20 µM; AID 2521; P35414;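 active = inhibition above about 40% at 20 µM, limit read from the data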;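 note: cells challenged with 10 nM apelin-13 agonist together with compound; plate controls were apelin-13 plus DMSO wells for no effect and DMSO wells lacking apelin-13 for full effect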
tim23-1 inh: inhibits growth of tim23-1 mutant yeast; inhibition, % at 20 µM; 1.3% of 330,000 active; S. cerevisiae tim23-1 growth, BacTiter-Glo luminescence, 24 h; AID 463212;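 active = growth inhibition of the mutant yeast at or above 50%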;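 note: temperature-sensitive mutant grown at 25 °C; plate controls were DMSO-treated mutant yeast for no effect and medium wells lacking yeast for full effect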
CCR6 antagonist: CCR6 (human) receptor antagonism | 0.49% of 340,000 active | CHO-K1 CCR6 PathHunter beta-arrestin, luminescence, CCL20-stimulated | inhibition, % at 20 µM | P51684;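 active = compounds whose inhibition of the agonist-driven luminescence signal at 20 µM reaches about 50%, limit read from the data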;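 note: cells stimulated with CCL20 at 14 nM final; plate controls were DMSO with CCL20 for no effect and DMSO without agonist for full effect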
Target sequence (P51684 whole entry, looked up): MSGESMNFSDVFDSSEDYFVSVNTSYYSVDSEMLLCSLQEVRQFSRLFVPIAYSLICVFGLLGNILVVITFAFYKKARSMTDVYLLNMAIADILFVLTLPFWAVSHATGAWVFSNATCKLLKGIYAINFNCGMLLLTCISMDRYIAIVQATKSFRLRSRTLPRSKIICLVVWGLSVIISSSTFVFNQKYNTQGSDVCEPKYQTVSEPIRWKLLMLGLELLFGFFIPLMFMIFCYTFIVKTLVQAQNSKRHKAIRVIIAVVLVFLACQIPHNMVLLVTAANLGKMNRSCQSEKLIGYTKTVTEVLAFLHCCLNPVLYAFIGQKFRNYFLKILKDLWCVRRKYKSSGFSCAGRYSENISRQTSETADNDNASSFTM
Active calls of the source: *; . = not tested or not shown; & = joins results of further samples. Some of the compounds tested. The share of hits here may be higher or lower than overall.

SMILES	CXCR6 block	APJ ag	Mdm2 MdmX PPI	XBP1 UPR activ	EBI2 antag	CHOP UPR activ	APJ antagonist	tim23-1 inh	CCR6 antagonist
COc1ccc(CCNC(=O)COC(=O)CNS(=O)(=O)c2ccc(SC)c([N+](=O)[O-])c2)cc1	-13	-2	-6	0	1	0.2	7	-10	0
O=C(O)CCCn1cc(NC(=O)COc2cccc(Cl)c2)cn1	-3	7	15	-4	-3	-1.2	-10	7	5
O=C(CSc1ncnc2c1oc1ccccc12)OCc1ccccc1	3	5	-26	-3	-9	0.0	10	23	10
CCc1cc(=O)n2[nH]c(-c3ccccc3)c(-c3ccccc3)c2n1	0	-4	58*	0	-6	0.0	5	6	15
COc1ccc(C[C@H]2CN3C(=NC[C@H]3Cc3ccccc3)N2CCNC(=O)c2ccc(C)c(Br)c2)cc1	-5	2	95*	23	-12	1.4	12	3	5
CC(=O)NC(Nc1nc2c(s1)CCCC2)(C(F)(F)F)C(F)(F)F	1	0	15	0	-2	-0.5	-3	2	0
COc1ccc(C(CNC(=O)Nc2ccc(Cl)cc2)N2CCN(C)CC2)cc1 (stereo unspecified)	-1	-3	22	-5	8	2.3	10	-12	9
CCOC(=O)c1c(C)n(C)c2ccc(OC(C)C(=O)OC)cc12 (stereo unspecified)	2	2	-5	-1	14	2.6	0	23	2
COc1ccc(C2=NN(C)C(=NCc3ccccc3)SC2)cc1	-5	-4	6	4	7	1.5	9	21	-13
CN(C)N(C(=O)c1cc(-c2cccs2)nn1-c1ccccc1)C1CCS(=O)(=O)C1 (stereo unspecified)	6	-10	13	-1	6	1.7	17	7	12
CCOC(=O)c1c(CNCCN(CC)CC)n(C)c2cc(Br)c(OC)cc12	1	1	29	-3	3	-1.2	2	6	6
CCOC(=O)N1CCN(C(=O)CCc2ccc(S(=O)(=O)NCC(C)C)cc2)CC1	-11	2	12	2	-2	1.4	7	8	-2
Cc1cc(C(=O)NNC(=S)NCc2ccco2)nn1C	-6	-1	-16	-2	-21	-1.3	6	-4	-5
CC(C)(C)NC(=O)CC1C[C@H](C(=O)N2CCCCC2)[C@@]2(C)c3[nH]c4ccccc4c3CCN2C1=O (stereo partly specified)	4	-2	0	-1	-4	-1.0	8	6	-4
O=C(NCC1CCCO1)c1ccc(NC(=O)C2CCCCC2C(=O)O)cc1 (stereo unspecified)	-9	4	15	1	4	-1.6	-8	-4	-2
COc1ccc(-c2cc(C(=O)N3CCCC(C(F)(F)F)C3)c3ccccc3n2)cc1 (stereo unspecified)	-1	-4	-13	0	16	1.6	6	43	11
CCCCNC(=O)OCCNC(=O)Oc1cccc(C)c1	4	1	10	-6	-4	-1.8	2	14	5
COc1cc(C(=O)NCc2ccccc2)ccc1OC(F)F	-8	-4	6	-3	-15	-2.5	-13	15	7
CC(C)C(=O)OCCN=C1NS(=O)(=O)c2ccccc21	3	0	-21	0	-15	-1.3	4	7	2
Cc1sc(NC(=O)c2ccco2)c(C(c2ccc(F)cc2)N2CCN(C)CC2)c1C (stereo unspecified)	6	0	54*	1	-6	1.1	10	18	19
COC(=O)C1=C(O)/C(=C/c2ccc(OCC(=O)Nc3ccccc3)cc2)N=C1C	4	-1	24	-5	11	-1.2	-12	-8	6
Cc1ccc(-n2c(COc3c(C)cccc3C)nnc2SCC(=O)Nc2nccs2)cc1	-10	-2	-27	-2	-1	0.4	-27	14	12
CCOc1ccc(N2C(=O)Nc3ccccc3C2(O)C(=O)NCc2ccccc2)cc1 (stereo unspecified)	3	0	-19	2	-2	-1.1	-49	17	-5
COc1cc2c(cc1OC)-c1cc(Nc3ccccc3Br)nc(=O)n1CC2	7	0	44	8	-10	1.6	-2	1	6
O=C(NS(=O)(=O)Oc1ccc(F)c(Cl)c1)OC[C@@H]1CCCN2CCCCC12 (stereo partly specified)	-7	-1	-28	1	10	-0.4	-4	-3	9
C(=N\Nc1nn[nH]n1)/c1ccccc1	1	-5	-2	-6	-1	-0.2	7	-8	-9
Oc1ccccc1/C=N/n1c(-c2ccccc2)n[nH]c1=S	5	-2	5	5	-6	0.5	2	51*	0
CCN(C(=O)C(C)Sc1nnc(-c2ccncc2)n1C)C1CCCCC1 (stereo unspecified)	1	1	-22	-2	-9	1.1	3	18	-1
CCn1c(SCC(=O)N/N=C\c2ccccc2OCC(=O)O)nnc1-c1ccc(Cl)cc1	11	-3	-30	3	-8	0.7	38	8	1
CCC(=O)N(Cc1cc(=O)[nH]c2ccccc12)c1ccccc1C	0	-1	4	-1	5	0.4	10	8	17
O=C(Cc1cccs1)NCCc1csc(-c2ccccc2)n1	2	1	21	-1	-2	1.5	-17	24	12
CS/C(N)=N/N=C/c1ccc2c(c1)OCO2	-2	-2	-45	1	11	2.9	-1	-2	5
COc1ccc(C(CC(=O)N2CCOCC2)c2c(O)cc(OC)cc2OC)cc1 (stereo unspecified)	-4	-7	26	0	-10	-1.0	8	-19	14
O=C(NCC1CCCCC1)C1(CC2CC(c3ccc(Cl)cc3)=NO2)CCNCC1 (stereo unspecified)	0	12	67*	5	-7	2.1	-7	6	3
COc1cc(C2Nc3cc(Cl)c(S(N)(=O)=O)cc3S(=O)(=O)N2)ccc1OCc1ccccc1 (stereo unspecified)	4	1	-51	-3	-12	5.0	3	26	3
Cc1ccc(OCCC(=O)OCc2csc(CC(=O)Nc3ccccc3C)n2)cc1	3	0	12	-2	-12	-1.5	18	3	17
Cc1nc2ccc(S(=O)(=O)N3CCCCC3)cc2s1	-2	0	2	-2	-6	2.9	1	6	8
COc1cc2oc3cc(C#Cc4ccc(N)cc4)ccc3c(=O)c2cc1OC	-2	0	33	-1	14	0.3	-20	-5	8
Cc1onc(-c2ccccc2)c1C(=O)N1CCCSC1=Nc1ccccc1	7&6	-5	25	-1	-4&7	0.5	12	33	13&-2
CCOC(=O)C1=C(C)NC(=S)NC1c1cc(C)sc1C (stereo unspecified)	0	-1	26	0	-15	-0.2	6	-1	5
O=C(Nc1ccc(C(F)(F)F)cc1)c1ccc2ncsc2c1	-19	0	-39	-1	13	7.3	3	40	-13
Cc1ccsc1CN(C)C(=O)CN1C(=O)NC2(CCCCC2C)C1=O (stereo unspecified)	1	-4	-8	-2	-2	-0.1	4	3	8
O=c1c2c(nc3c(-c4ccccc4)c[nH]n13)CCCC2	5	-3	22	1	-7	-0.6	19	10	11
Cc1ccccc1CC1S/C(=N/N=C/c2ccco2)NC1=O (stereo unspecified)	.	-2	36	-1	.	-1.2	-13	-9	.
O=C(c1cc(-c2ccccn2)nc2ccccc12)N1CCN(c2ncccn2)CC1	-6	-3	16	-3	1	-2.5	-24	37	-8
CC1CC(c2ccccc2)n2nc(NC(=O)c3cccs3)nc2N1 (stereo unspecified)	6	2	25	-3	-17	-2.7	-8	2	5
CC(C)=CC(=O)N1CCC(n2nccc2NC(=O)CCc2ccccc2)CC1	6	3	-7	-1	-4	1.0	-40	2	16
CC(C)CC(=O)Nc1nnc(SCC(=O)NC2CCCCC2)s1	4	0	-9	-4	0	-1.2	6	-15	-12

Part of the list above, reformatted.
| SMILES | CXCR6 block | APJ ag | Mdm2 MdmX PPI | XBP1 UPR activ | EBI2 antag | CHOP UPR activ | APJ antagonist | tim23-1 inh | CCR6 antagonist |
| --- | --- | --- | --- | --- | --- | --- | --- | --- | --- |
| COc1ccc(CCNC(=O)COC(=O)CNS(=O)(=O)c2ccc(SC)c([N+](=O)[O-])c2)cc1 | -13 | -2 | -6 | 0 | 1 | 0.2 | 7 | -10 | 0 |
| O=C(O)CCCn1cc(NC(=O)COc2cccc(Cl)c2)cn1 | -3 | 7 | 15 | -4 | -3 | -1.2 | -10 | 7 | 5 |
| O=C(CSc1ncnc2c1oc1ccccc12)OCc1ccccc1 | 3 | 5 | -26 | -3 | -9 | 0.0 | 10 | 23 | 10 |
| CCc1cc(=O)n2[nH]c(-c3ccccc3)c(-c3ccccc3)c2n1 | 0 | -4 | 58* | 0 | -6 | 0.0 | 5 | 6 | 15 |
| COc1ccc(C[C@H]2CN3C(=NC[C@H]3Cc3ccccc3)N2CCNC(=O)c2ccc(C)c(Br)c2)cc1 | -5 | 2 | 95* | 23 | -12 | 1.4 | 12 | 3 | 5 |
| CC(=O)NC(Nc1nc2c(s1)CCCC2)(C(F)(F)F)C(F)(F)F | 1 | 0 | 15 | 0 | -2 | -0.5 | -3 | 2 | 0 |
| COc1ccc(C(CNC(=O)Nc2ccc(Cl)cc2)N2CCN(C)CC2)cc1 (stereo unspecified) | -1 | -3 | 22 | -5 | 8 | 2.3 | 10 | -12 | 9 |
| CCOC(=O)c1c(C)n(C)c2ccc(OC(C)C(=O)OC)cc12 (stereo unspecified) | 2 | 2 | -5 | -1 | 14 | 2.6 | 0 | 23 | 2 |
| COc1ccc(C2=NN(C)C(=NCc3ccccc3)SC2)cc1 | -5 | -4 | 6 | 4 | 7 | 1.5 | 9 | 21 | -13 |
| CN(C)N(C(=O)c1cc(-c2cccs2)nn1-c1ccccc1)C1CCS(=O)(=O)C1 (stereo unspecified) | 6 | -10 | 13 | -1 | 6 | 1.7 | 17 | 7 | 12 |
| CCOC(=O)c1c(CNCCN(CC)CC)n(C)c2cc(Br)c(OC)cc12 | 1 | 1 | 29 | -3 | 3 | -1.2 | 2 | 6 | 6 |
| CCOC(=O)N1CCN(C(=O)CCc2ccc(S(=O)(=O)NCC(C)C)cc2)CC1 | -11 | 2 | 12 | 2 | -2 | 1.4 | 7 | 8 | -2 |

Carrying on:
SMILES	CXCR6 block	APJ ag	Mdm2 MdmX PPI	XBP1 UPR activ	EBI2 antag	CHOP UPR activ	APJ antagonist	tim23-1 inh	CCR6 antagonist
Cc1cnc(CNC(=O)c2ccc3oc(Cc4ccccc4)nc3c2)[nH]1	3	-1	-15	-1	-3	2.3	6	-2	15
Cc1cccc(C(=O)Nc2ccc(C(=O)/C=C/c3ccncc3)cc2)c1	59*	2	97*	-9	41	49*	41*	62*	41
COc1ccccc1CN1CC(C(=O)NCCn2ccc(C)n2)CCC1=O (stereo unspecified)	-3	-5	-4	-3	5	0.8	17	-17	1
COC(=O)COc1ccc(-c2ccccc2)cc1C=O	3	1	-24	2	-5	0.1	-11	65*	-2
C=C1CCN([C@@H](CC(C)C)C(=O)Nc2ccc(OC)cc2)S(=O)(=O)c2ccccc21	4	1	29	0	0	0.9	17	23	2
COc1ccc(NC(=O)COC(=O)c2cc([N+](=O)[O-])ccc2N2CCOCC2)cc1	10	9	-10	0	1	-0.3	3	-15	113*
CCC1Oc2ccc(C)cc2N(CC(=O)NCC2CCCO2)C1=O (stereo unspecified)	5	-1	12	-2	1	-0.8	11	4	9
CCCNC(=O)CCCCn1c(=S)[nH]c2c([nH]c3ccc(OC)cc32)c1=O	-6	2	7	3	-3	-0.6	13	-12	-16
C=CCNC(=S)N1CCOCC1	-5	-2	2	-1	-3	-1.4	11	21	8

Screens: PubChem BioAssay, Sanford-Burnham Center for Chemical Genomics
